SIAE inh: human SIAE inhibitors, primary screen, biochemical, fluorescence polarization, FP-Rh probe, 1536-well HTS | Sialate O-acetylesterase (Homo sapiens), Q9HAT2 | SIAE FP-Rh probe binding | inhibition, % at 9.66 µM | 370,000 compounds, 0.69% hits | AID 1053197, 2014;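 active means inhibition above a cutoff: mean of compounds within the control limits plus 3 SD of those, cut at about 17% in these data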;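 further: 0% = plate median of compound wells and 100% = probe without SIAE protein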
* hit, by the source's call.

SMILES	SIAE inh
CC(C)NC(=O)C1C(c2ccc(C(F)(F)F)cc2)=Nc2ccccc2N1C(=O)c1ccco1 (centres undefined)	3.5

Assay outcomes deposited in PubChem by The Scripps Research Institute Molecular Screening Center.

A portion of the library. The share of hits here may be higher or lower than overall.
